RXFP1 ag – qHTS Assay for Agonists of the Relaxin Receptor RXFP1. Relaxin receptor 1 (Homo sapiens), Q9HBX9. HEK293T-RXFP1 cAMP TR-FRET, 30 min; response scale: percent of porcine relaxin response, buffer zero. Potency, µM (doses to about 57.5 µM), inactives show at the highest dose activation, actives largely listed as activators. actives 0.3% (n = 370,000). AID 2676, 2010; further: potency means the concentration at half of the fitted maximal effect; on the % scale 0 is the no-effect control and ±100 the full control effect; nearly all actives have a fitted effect of over 60% in size; many of its hits are not listed in these tables
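cAMP rise read by TR-FRET after 30 min, 37C compound exposure (up to 58 uM) in RXFP1-transfected HEK293 cells with Ro 20174 present. EC50 from Hill-equation fits, with 29 nM porcine relaxin as 100% and buffer as basal.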
PI4K2A inh – qHTS for small molecular inhibitors of PI4K2A; Phosphatidylinositol 4-kinase type 2-alpha (Homo sapiens), Q9BTU6; purified PI4K2A, ADP-Glo luminescence, 1 h; hits give low values; activity change, negative = inhibition, % at 76.9 µM; actives 0.13% (n = 420,000); in the data active means activity change below about -50%; inconclusive means mostly about -30% to -49%;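 further: -100% = wells without enzyme as full effect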
Target sequence (Q9BTU6 whole entry, looked up): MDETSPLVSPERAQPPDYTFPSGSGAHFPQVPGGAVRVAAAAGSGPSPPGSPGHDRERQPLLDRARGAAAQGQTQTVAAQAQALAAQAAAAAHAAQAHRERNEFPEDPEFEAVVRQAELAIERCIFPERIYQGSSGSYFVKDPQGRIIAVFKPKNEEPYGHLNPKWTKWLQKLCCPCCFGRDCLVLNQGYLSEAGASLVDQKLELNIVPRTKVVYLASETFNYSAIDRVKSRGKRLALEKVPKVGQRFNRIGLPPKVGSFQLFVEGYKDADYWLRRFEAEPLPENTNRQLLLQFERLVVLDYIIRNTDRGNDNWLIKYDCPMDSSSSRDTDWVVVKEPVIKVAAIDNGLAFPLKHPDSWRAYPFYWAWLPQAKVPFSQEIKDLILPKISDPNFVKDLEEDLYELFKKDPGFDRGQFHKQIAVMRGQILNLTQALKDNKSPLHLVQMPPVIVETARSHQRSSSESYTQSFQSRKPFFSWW
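Compounds are screened against recombinant PI4K2A using PI as substrate and ATP, the latter dispensed at 300 microM. Reactions run one hour at ambient temperature before ADP-Glo detection; full inhibition defined by wells lacking enzyme.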
Vif-A3F inh – qHTS for Inhibitors of Vif-A3F Interactions: qHTS; HeLa A3F-eYFP + Vif (tagged APOBEC3F with the HIV-1 protein that degrades it), YFP fluorescence increase; Potency, µM (doses to about 46.1 µM), for inactives: top-dose activity, negative = active; actives 0.2% (n = 390,000); AID 602313, 2012; further: potency means the concentration at half of the fitted maximal effect; % of control where 0% means no effect; nearly all actives have a fitted effect of over 65% in size
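HeLa cells stably expressing Vif plus C-terminally eYFP-tagged A3F were seeded, incubated overnight at 37 deg C, dosed with compound, incubated overnight again at 37 deg C. Yellow fluorescence (Ex 488/Em 500-530) reported blocked Vif-mediated A3F-eYFP degradation.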
mIDH1 inhibitor – qHTS for Inhibitors of mutant isocitrate dehydrogenase 1 (IDH1): qHTS; IDH1-R132H enzyme, NADPH consumption, diaphorase/resazurin fluorescence; Potency, µM (titrated, usually from 76.6 µM), for inactives: at the top dose activity change, negative = inhibition, actives largely listed as inhibitors; actives 0.093% (n = 390,000); further: potency means the concentration at half of the fitted maximal effect; on the % scale 0 is the no-effect control and ±100 the full control effect; nearly all actives have a fitted effect of over 65% in size
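IDH1-R132H (0.5 ug/mL) preincubated 30 min with compound, then NADPH (0.016 mM) and alpha-KG (2 mM) added; 80 min at RT, pH 7.5. Remaining NADPH coupled via diaphorase/resazurin to fluorescence (540/590 nm); concentration-response curves normalized to no-enzyme control.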
Glioma ERSR ind – qHTS for Inducers of the Endoplasmic Reticulum Stress Response (ERSR) in Human Glioma: qHTS. U87-MG GRP78 promoter luciferase reporter, 16 h. Potency, µM, for the others: at the top dose activation, usual class: activators. actives 0.02% (n = 420,000); further: potency means the concentration at half of the fitted maximal effect; series mostly up to about 76 µM; % of control where 0% means no effect; nearly all actives have a fitted effect of over 35% in size
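Stably transfected U87-MG human glioma cells carrying a GRP78-based luminescent sensor were seeded at 1000 cells/well, pin-dosed with compounds and incubated 16 h. Luciferase reagent was then added, and end-point luminescence was read after 10 min at room temperature.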
Vif-A3G inh – qHTS for Inhibitors of Vif-A3G Interactions: qHTS. DNA dC->dU-editing enzyme APOBEC-3G (Homo sapiens), Q9HC16. HeLa A3G-eYFP + Vif (tagged APOBEC3G with the HIV-1 protein that degrades it), YFP fluorescence, overnight. Potency, µM (titrated, usually from 46.1 µM), without a hit: at the top dose activity, negative = active, usual class: inhibitors. actives 0.076% (n = 410,000);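 further: potency means the concentration at half of the fitted maximal effect; on the % scale 0 is the no-effect control and ±100 the full control effect; nearly all actives have a fitted effect of over 60% in size; hits raise eYFP signal because A3G escapes Vif-driven loss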
Target sequence (Q9HC16 whole entry, looked up): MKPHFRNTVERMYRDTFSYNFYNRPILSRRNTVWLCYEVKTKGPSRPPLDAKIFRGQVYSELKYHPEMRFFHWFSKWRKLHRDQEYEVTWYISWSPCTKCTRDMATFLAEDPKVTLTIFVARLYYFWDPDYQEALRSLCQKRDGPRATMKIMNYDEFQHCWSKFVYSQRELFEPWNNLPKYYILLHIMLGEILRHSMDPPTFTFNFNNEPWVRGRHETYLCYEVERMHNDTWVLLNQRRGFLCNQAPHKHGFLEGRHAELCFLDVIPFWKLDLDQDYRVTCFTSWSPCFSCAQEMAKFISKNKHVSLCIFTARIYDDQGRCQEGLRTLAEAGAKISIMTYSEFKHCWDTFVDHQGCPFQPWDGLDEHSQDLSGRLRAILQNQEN
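HeLa cells stably expressing Vif and C-terminally eYFP-tagged A3G, seeded overnight at 37 deg C, then exposed to compound by pintool overnight at 37 deg C. Rise in yellow fluorescence (Ex 488/Em 500-530, Acumen) marks blocked Vif-driven A3G degradation.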
TrxR1 substrate – qHTS Assay for Substrates of Mammalian Selenoprotein Thioredoxin Reductase 1 (TrxR1): qHTS | Thioredoxin reductase 1, cytoplasmic (Rattus norvegicus), O89049 | Potency, µM (titrated, usually from 114 µM), inactives show at the top dose activity change, negative = substrate turnover | actives 0.01% (n = 390,000) | purified TrxR1 substrate turnover, NADPH consumption readout; further: potency means the concentration at half of the fitted maximal effect; on the % scale 0 is the no-effect control and ±100 the full control effect; nearly all actives have a fitted effect of over 50% in size
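Rat TrxR1, dispensed at 90 nM, was prereduced with 400 uM NADPH (final) for 5 min at ~22 deg C, then incubated with compound 15 min before 400 uM selenite. A first-read NADPH fluorescence drop versus no-compound background flagged substrates.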
USP1-UAF1 inh – Inhibitors of USP1/UAF1: Primary Screen; recombinant USP1/UAF1, Ub-Rhodamine cleavage fluorescence; Potency, µM (titrated, usually from 57.1 µM), for inactives: at the highest dose activity change, negative = inhibition, actives largely listed as inhibitors; actives 0.23% (n = 390,000); AID 743255, 2014; further: potency means the concentration at half of the fitted maximal effect; on the % scale 0 is the no-effect control and ±100 the full control effect; nearly all actives have a fitted effect of over 60% in size; inactives centre near -12
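USP1/UAF1 complex (1 nM) preincubated 15 min at room temperature with compound, then Ub-Rho substrate (150 nM final) added. Kinetic fluorescence at 480/540 nm over 6 reads at 60 s intervals; 50 mM HEPES pH 7.8, 0.5 mM EDTA, 0.1 mg/ml BSA, 1 mM TCEP, 0.01% Tween-20.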
LDHA block – qHTS assay for inhibitors of human lactate dehydrogenase. actives 0.15% (n = 480,000). L-lactate dehydrogenase A chain (Homo sapiens), P00338. activity change, % (values are at about 110 or 230 µM). purified LDHA, NADH/diaphorase-resazurin fluorescence; hits give low values; in the data active means activity change below about -30%; inconclusive means mostly about -25% to -30%;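 further: plate controls were DMSO wells for no effect and wells without enzyme for full effect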
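Human LDH5 at 2 nM final in Tris HCl pH 7.4 with 0.06 mM NADH and 0.2 mM pyruvate, reacted 5 minutes at room temperature. Remaining NADH coupled via diaphorase/resazurin; resorufin fluorescence read at 0 and 20 minutes, normalized to enzyme-free and DMSO wells.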
Numbers without * were called inactive; ? = inconclusive; · = not tested or not shown; & = joins results of further samples; [ ] = another dose, or the depositor's remark. Unless noted, the call rests on the fitted dose curve; in most records, active means well fitted curve in the direction sought with a large enough effect; inconclusive means small, poorly fitted or top-dose-only effect, or another doubt; inactive means no such curve, though single readings can be large; an effect the other way counts as inactive or inconclusive. An excerpt. The share of hits here may be higher or lower than overall.

SMILES	RXFP1 ag	PI4K2A inh	Vif-A3F inh	mIDH1 inhibitor	Glioma ERSR ind	Vif-A3G inh	TrxR1 substrate	USP1-UAF1 inh	LDHA block
COC(=O)c1cc2oc3ccccc3c2n1CC(=O)N1CCCc2ccccc21	2.0%	0	-6%	-5%	-2%	0%	10%	-8%	-8
CCOC(=O)c1ccc(Nc2cc3ccccc3c(=O)[nH]2)cc1	·	?	-4%	17%	-1%	-5%	7%	18µM*	14
CCN1C(=O)c2cccc3c(S(=O)(=O)N(C)C)ccc1c23	·	5	0%	2%	-2%	0%	·	-18%	-2
N#Cc1cc(-c2ccccc2)oc1NC(=O)c1ccco1	-0.7%	0	2%	5%	-1%	-4%	-15%	-10%	-7
Cc1csc(SCc2nnc(-c3ccc(Cl)cc3)o2)n1	0.3%	-4	5%	0%	-2%	-3%	-3%	-11%	-5
COC(=O)CCNC(=O)c1nn(Cc2ccccc2)c(=O)c2ccccc12	2.0%	-1	3%	2%	-8%	-1%	10%[57.1 µM]	-19%	-3
Cc1ccc(C(=O)c2cc3c(cc2[N+](=O)[O-])OCCO3)cc1	-2.5%	-19	2%	-2%	-1%	-2%	-7%	-21%	-3
Cc1ccccc1CN1CCN(c2nc3ccccc3s2)CC1	-0.3%	0	-8%	7%	2%	1%	-2%	-11%	-1
CC(C)C(=O)NC(=S)Nc1ccccc1N1CCN(C(=O)c2ccccc2)CC1	5.1%	-1	?	-4%	-4%	-11%	-5%	-34%	-12
NC(=O)C1=C[C@H](c2coc3ccccc3c2=O)C[C@H](OCc2ccc(CO)cc2)O1	1.4%	-3	-1%	2%[38.3 µM]	-1%	2%	-3%	-8%	-12
Cc1cc(C)cc(N(CC(=O)NC2CCCC2)S(=O)(=O)c2c(C)[nH]c(=O)[nH]c2=O)c1	-3.0%	0	-6%	5%	1%	1%	2%	4%	-12
COc1ccc(-c2nc3c(c(SC)n2)Cc2c(CO)cnc(C)c2O3)cc1	-0.2%	1	-1%	-6%	1%	2%	9%	17%	-1

Reprinted from the part before: 6 compounds; new compounds follow.
SMILES	RXFP1 ag	PI4K2A inh	Vif-A3F inh	mIDH1 inhibitor	Glioma ERSR ind	Vif-A3G inh	TrxR1 substrate	USP1-UAF1 inh	LDHA block
Cc1ccc(C(=O)c2cc3c(cc2[N+](=O)[O-])OCCO3)cc1	-2.5%	-19	2%	-2%	-1%	-2%	-7%	-21%	-3
Cc1ccccc1CN1CCN(c2nc3ccccc3s2)CC1	-0.3%	0	-8%	7%	2%	1%	-2%	-11%	-1
CC(C)C(=O)NC(=S)Nc1ccccc1N1CCN(C(=O)c2ccccc2)CC1	5.1%	-1	?	-4%	-4%	-11%	-5%	-34%	-12
NC(=O)C1=C[C@H](c2coc3ccccc3c2=O)C[C@H](OCc2ccc(CO)cc2)O1	1.4%	-3	-1%	2%[38.3 µM]	-1%	2%	-3%	-8%	-12
Cc1cc(C)cc(N(CC(=O)NC2CCCC2)S(=O)(=O)c2c(C)[nH]c(=O)[nH]c2=O)c1	-3.0%	0	-6%	5%	1%	1%	2%	4%	-12
COc1ccc(-c2nc3c(c(SC)n2)Cc2c(CO)cnc(C)c2O3)cc1	-0.2%	1	-1%	-6%	1%	2%	9%	17%	-1
CCOc1cc(CNCCc2ccc(S(N)(=O)=O)cc2)cc(Cl)c1OCc1ccccc1	-3.5%	-2	-2%	7%	-8%	-22%	5%	-20%	5
CCn1nnnc1SCC(=O)NC1CCCC1	0.2%	-9	-10%	5%	-2%	-5%	-5%	-24%	-1
COC(=O)c1ccccc1NC(=O)c1cc(C)no1	6.9%	5	-11%	-4%	-2%	-1%	-6%	-4%	-7
Cc1ccc(/C=C/S(=O)(=O)N2CCC(C(=O)O)CC2)cc1	-2.2%	1	0%	1%	-6%	0%	2%	2%	4
COc1ccc(CNC(=O)C(C)OC(=O)c2cccc(N(C)C)c2)cc1 (configuration not stated)	·	5	3%	7%	-1%	2%	2%	-16%	1
CN(C)CCNC(=O)c1cc2sc3ccccc3c2s1	7.4%	5	-20%	3%	-6%	2%	10%	-7%	-2
CCN(CC)C(=O)CN1C(=O)C2(OCC(C)(c3ccccc3)CO2)c2ccccc21 (configuration not stated)	1.8%	0	-2%	-4%	-2%	1%	-1%	-16%	-4
CCCC(=O)Nc1ccc(C(=O)n2ccc(C)n2)cc1	0.0%	2	1%	-9%	-1%	0%	-10%	-5%	-11
COc1ccc(C(=O)C2CCCN(Cc3ccc4nonc4c3)C2)cc1OC (configuration not stated)	-3.8%	3	-1%	-3%	-2%	0%	3%	-23%	-7
FC(F)(F)c1cnc(/C=C/Nc2ccccc2Cl)c(Cl)c1	-0.9%	-5	6%	8%	-2%	-3%	-8%	-12%	-5
Cc1ccc(-c2nc3nc(C)cc(N4CCN(c5cccc(C)c5)C(C)C4)n3n2)cc1 (configuration not stated)	1.2%	-2	3%	-12%	-1%	-3%	-3%	?	0
CNC(=O)C1CC(=O)N(c2ccc(OCC(=O)Nc3ccc(OC)cc3)cc2)C1 (configuration not stated)	0.8%	-4	1%	5%	2%	6%	5%	-6%	2
Cc1ccc(CNC(=O)c2ccccc2SCC(=O)NCC2CCCCC2)cc1	1.5%	1	-2%	-1%	-3%	1%	2%	-16%	-8
O=C(CN1C(=O)C2(SCC(=O)N2c2cccc(Cl)c2)c2ccccc21)NCCc1ccccc1 (configuration not stated)	0.5%	1	9%	18%	1%	0%	-3%	-11%	4
Nc1n[nH]c(CO)n1	0.1%	0	0%	1%	2%	0%	11%[57.1 µM]	-9%	-6
Cc1ccc(C2=CC(c3ccccc3)n3ncnc3N2)c(C)c1 (configuration not stated)	·	-2	2%	-6%	-3%	-10%	-3%	10%	-15
COc1ccc(/C=N/NC(=O)c2ccc(Cn3cc([N+](=O)[O-])cn3)o2)cc1O	3.1%	9	-19%	1%	-2%	0%	-6%	-13%	-4
COC(=O)c1c(N)n(-c2ccc(OC)c(Cl)c2)c2nc3ccccc3nc12	3.3%	0	10%	-9%	-4%	-1%	10%	-27%	-4
CC1CCN(CCOc2ccc(C(=O)c3ccccc3)cc2)CC1	0.3%	2	-5%	2%	-4%	-3%	-8%[57.1 µM]	?	-15
Cc1ccc(-n2c(=O)c3c4c(sc3n(CC(=O)C(C)(C)C)c2=O)CCCCC4)cc1C	4.0%	4	0%	-7%	-2%	-4%	1%	?	-7
CC(C)NC(=O)COc1ccc(/C=N/NS(=O)(=O)c2ccccc2)cc1	-2.1%	-5	-3%	-2%	-2%	-1%	10%[57.1 µM]	-7%	-1
COc1ccc(Oc2coc3cc(O)ccc3c2=O)cc1	7.4%	-2	6%	5%	3%	-6%	12%	3%	0&3
COC(=O)c1ccc(C(=O)OC)c(NC(=S)N2CCCC(CO)C2)c1 (configuration not stated)	0.3%	-2	12%	-11%	-5%	-1%	-5%	-28%	-2
CCN(C(=O)CSc1nc2nc(C)cc(C)n2n1)c1cccc(C)c1	-0.9%	4	-10%	-1%	-2%	-1%	6%	-10%	-9
COc1ccc(/C=N/NC(=O)c2cnccn2)cc1O	0.4%	0	11%	7%	-2%	-5%	-14%	1%	6
CN(C(=O)c1ccccn1)c1nnc(-c2cccnc2)s1	-1.2%	-10	-5%	2%	4%	0%	7%[57.1 µM]	-3%	-2
C#CCOCCOCCOCCNc1nc(N2CCN(C(=O)CCCCCCCCCCNC(=O)[C@H](CO)n3cc(CCCSC)nn3)CC2)nc(N2CCN(C(=O)CCCCCCCCCCNC(=O)[C@H](CCCN=C(N)N)n3cc(C[C@@H](C)CC)nn3)CC2)n1	1.1%	2	1%	-2%	-11%	?	-3%	?	-2
CCOC(=O)NC(=O)CSc1nc(C)cc(C)c1C#N	1.3%	5	1%	4%	-13%	1%	3%	-9%	4
Cc1ccc2cccc(NC(=O)c3ccc(-c4cccc(Cl)c4)o3)c2n1	-4.8%	0	0%	0%	-4%	0%	0%	-12%	-11
CC(=O)N1CCN(CC(=O)Nc2ccc(C)c(F)c2)CC1	-1.6%	4	-6%	-6%	-3%	-6%	2%	-24%	-12

Bioassay records from PubChem BioAssay.
